TRb SRC2 PPI – qHTS for Inhibitors of the Interaction of Thyroid Hormone Receptor and Steroid Receptor Coregulator 2. Thyroid hormone receptor beta (Homo sapiens), P10828. TRbeta-SRC2 peptide binding, fluorescence polarization; receptor liganded with 1 µM T3. Potency, µM (highest dose often 106 µM), without a hit: at the highest dose activity change, negative = inhibition, hits mostly inhibitors. 0.065% of 280,000 active;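 also: plate controls were bound peptide for no effect and peptide without receptor for full effect; nearly all actives have a fitted effect of over 50% in size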
Target sequence (P10828 whole entry, looked up): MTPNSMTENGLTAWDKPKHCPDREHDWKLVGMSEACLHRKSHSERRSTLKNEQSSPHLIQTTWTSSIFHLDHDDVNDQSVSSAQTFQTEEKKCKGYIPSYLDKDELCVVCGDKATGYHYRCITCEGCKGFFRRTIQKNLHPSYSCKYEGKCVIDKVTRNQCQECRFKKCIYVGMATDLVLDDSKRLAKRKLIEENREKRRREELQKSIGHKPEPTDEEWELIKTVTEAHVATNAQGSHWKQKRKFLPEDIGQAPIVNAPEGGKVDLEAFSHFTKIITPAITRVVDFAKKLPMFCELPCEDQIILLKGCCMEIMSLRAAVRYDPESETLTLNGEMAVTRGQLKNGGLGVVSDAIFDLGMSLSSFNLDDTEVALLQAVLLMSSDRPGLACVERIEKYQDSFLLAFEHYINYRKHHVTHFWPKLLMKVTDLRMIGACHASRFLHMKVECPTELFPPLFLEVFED
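Quantitative HTS by FP: 0.6 uM TRb LBD, 20 nM labeled SRC2 20-mer, 1 uM T3, 5% DMSO; 5 hr ambient incubation; % activity per concentration and potencies from concentration series.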
SMN2 splice up – qHTS Assay for Enhancers of SMN2 Splice Variant Expression; HEK293 SMN2-luciferase splicing reporter, luminescence, 30-36 h; Potency, µM (highest dose often 46.1 µM), without a hit: top-dose activity change, positive = activation, hits mostly activators; 2.8% of 210,000 active; also: % of control where 0% means no effect; nearly all actives have a fitted effect of over 55% in size
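qHTS luciferase splicing reporter: luminescence rises when SMN2 exon 7 is included in transfected HEK293 cells. Compound exposure lasted 30-36 h at 37C, with 4.5 mM final sodium butyrate as control, followed by a ONE-Glo read.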
RECQ1 helicase – qHTS Assay for Inhibitors of RecQ-Like Dna Helicase 1 (RECQ1); ATP-dependent DNA helicase Q1 (Homo sapiens), P46063; RECQ1 DNA unwinding, red fluorescence kinetic read; Potency, µM (series often up to 57.3 µM), without a hit: top-dose activity, negative = inhibition, hits mostly inhibitors; 0.54% of 240,000 active; AID 2549, 2010;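 also: plate controls were vehicle for no effect and no enzyme for full effect; nearly all actives have a fitted effect of over 30% in size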
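50 nM RECQ1T1 preincubated 15 min with compound in Tris pH 8.0 buffer with MgCl2, DTT, Tween-20 and 2.5 ug/ml poly(dI-dC); started with 200 nM TAMRA/BHQ-2 forked duplex and 2 mM ATP. Unwinding read as fluorescence (525/598 nm), two reads 2 h apart.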
LMNA splice mod – qHTS Assay for Modulators of Lamin A Splicing; Potency, µM (titrated, usually from 46.1 µM), without a hit: top-dose ratio change, negative = inhibition, most hits filed as inhibitors; AID 1487, 2009; HeLa LMNA splicing GFP/RFP minigene ratio, 48 h; 0.01% of 200,000 active; active = well fitted inhibition curve with a large enough effect in the signal ratio, with a control signal flat, not every such curve was filed as active; inconclusive = small, poorly fitted or top-dose-only effect, or effect the other way, or a change in a side signal; the % refers to the signal ratio; also: % is scaled to controls: 0 for no effect and ±100 for the full control effect
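S3 HeLa cells stably expressing lamin A-EGFP splicing minigene plus DsRed2, 600 cells/well, 48 h compound exposure at 37C. Laser-scanning cytometry; analysed as GFP (500-530 nm)/RFP (575-640 nm) total intensity ratio; 0.5% DMSO vehicle.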
TexasRed fluor – Total Fluorescence Counterscreen for Inhibitors of the Interaction of Thyroid Hormone Receptor and Steroid Receptor Coregulator 2; Potency, µM (titrated, usually from 106 µM), for inactives: at the highest dose fluorescence change, negative = quenching; AID 1479, 2009; TRb/SRC2 Texas Red total fluorescence interference; 0.29% of 280,000 active; active = well fitted curve in either direction with a large enough effect; inconclusive = small, poorly fitted or top-dose-only effect; also: % is scaled to controls: 0 for no effect and ±100 for the full control effect
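Human TRβ ligand-binding domain (0.6 uM) and Texas Red SRC2 peptide (20 nM) in Tris buffer with 1 uM T3 and 5% DMSO were incubated with pinned compound for 5 hr at ambient temperature. Total fluorescence was computed as S + 2P (555/632 nm).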
KDM4E inh – qHTS Assay for Inhibitors of Human Jumonji Domain Containing 2E (JMJD2E); JMJD2E catalytic domain, FDH-coupled NADH fluorescence (FDH is formaldehyde dehydrogenase); Potency, µM (titrated, usually from 57.1 µM), without a hit: at the top dose activity change, negative = inhibition, actives largely listed as inhibitors; AID 2147, 2009; Lysine-specific demethylase 4E (Homo sapiens), B2RXH2; 1.6% of 230,000 active; active = well fitted inhibition curve with a large enough effect, not every such curve was filed as active; inconclusive = small, poorly fitted or top-dose-only effect, or another doubt; inactive = no such curve, though single readings can be large or run the other way;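 also: 0% = wells with enzyme and -100% = buffer wells without enzyme; nearly all actives have a fitted effect of over 50% in size; many of its hits are not listed in these tables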
GoLoco inh red – qHTS Assay for Inhibitors of RGS12 GoLoco Motif Activity (Red Fluorophore); Gai1:RGS12 GoLoco peptide FP, rhodamine, 10 min; Potency, µM (doses to about 61.6 µM), inactives show at the top dose activity, negative = inhibition, usual class: inhibitors; 0.44% of 230,000 active; AID 880, 2007; active = well fitted inhibition curve with a large enough effect, not every such curve was filed as active; inactive = no such curve, though single readings can be large or run the other way; also: % is scaled to controls: 0 for no effect and ±100 for the full control effect; nearly all actives have a fitted effect of over 30% in size; many of its hits are not listed in these tables
ALDH1A1 inh – qHTS Assay for Inhibitors of Aldehyde Dehydrogenase 1 (ALDH1A1). Aldehyde dehydrogenase 1A1 (Homo sapiens), P00352. Purified ALDH1A1, NADH fluorescence, propionaldehyde substrate. Potency, µM (titrated, usually from 75.3 µM), without a hit: at the top dose activity, negative = inhibition, actives largely listed as inhibitors. 7.3% of 220,000 active. AID 1030, 2008; active = well fitted inhibition curve with a large enough effect, not every such curve was filed as active; inconclusive = small, poorly fitted or top-dose-only effect, or another doubt; inactive = no such curve, though single readings can be large or run the other way;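 also: plate controls were no enzyme wells and a reference inhibitor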
Target sequence (P00352 whole entry, looked up): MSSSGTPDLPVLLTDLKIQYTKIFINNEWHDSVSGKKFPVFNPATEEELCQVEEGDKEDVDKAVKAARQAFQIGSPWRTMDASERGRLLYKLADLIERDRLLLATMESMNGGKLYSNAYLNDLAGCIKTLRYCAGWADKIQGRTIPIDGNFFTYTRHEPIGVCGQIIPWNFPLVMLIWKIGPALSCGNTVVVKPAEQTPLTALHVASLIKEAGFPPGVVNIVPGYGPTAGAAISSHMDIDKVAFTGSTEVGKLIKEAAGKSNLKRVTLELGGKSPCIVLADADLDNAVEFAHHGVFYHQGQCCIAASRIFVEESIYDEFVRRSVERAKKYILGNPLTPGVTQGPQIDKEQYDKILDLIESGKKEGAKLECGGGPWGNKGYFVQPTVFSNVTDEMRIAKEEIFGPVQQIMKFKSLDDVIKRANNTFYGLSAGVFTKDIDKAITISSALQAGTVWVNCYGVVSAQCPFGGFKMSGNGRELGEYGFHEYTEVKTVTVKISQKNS
* = called active by the depositor; i = inactive; ? = inconclusive; . = not tested or not shown; [ ] = dose if it differs, or a comment. Unless noted, calls follow the shape of the dose curve; as a rule, active = well fitted curve in the direction sought with a large enough effect; inconclusive = small, poorly fitted or top-dose-only effect, or another doubt; inactive = no such curve, though single readings can be large; an effect the other way counts as inactive or inconclusive. Potency is read from the fitted curve at half-maximal effect.

SMILES,ALDH1A1 inh,TRb SRC2 PPI,GoLoco inh red,KDM4E inh,TexasRed fluor,LMNA splice mod,RECQ1 helicase,SMN2 splice up
CCOC(=O)Cc1[nH]nc2c1C(C1C=CCCC1)C(C#N)=C(N)O2 (configuration not stated),-2.7%,-12.7%,-0.6%,0.2%,-1.8%,?,-10.8%,-20.5%
O=C(CSc1nnc2ccc(-c3ccccc3)nn12)NCC1CCCO1 (configuration not stated),-6.4%,1.5%,2.3%,?,-0.8%,.,-0.1%,1.1%
COC(=O)c1cc(C(=O)CC(C)C)c[nH]1,?,-0.8%,0.3%,2.1%,-3.3%,.,i,-2.9%
COc1ccc(C(=O)Nc2nc(C)c(C(=O)N(C)C)s2)cc1OC,?,-6.4%,14.2%,-2.5%,3.3%,-1.4%,-7.9%,?
O=C(COC(=O)c1ccc2c(=O)n3c(nc2c1)CCC3)NC1CCS(=O)(=O)C1 (configuration not stated),-2.7%,1.2%,-4.5%,?,0.0%,.,-1.6%,7.7%
O=C(c1ccccc1)c1c[nH]cc1-c1ccccc1,?,-9.1%,-10.7%,-5.6%,-7.6%,-6.4%,-2.9%,5.2%
CCNC(=O)CC1C(=O)N(c2ccccc2)C(=O)N1CCc1ccc(OC)c(OC)c1 (configuration not stated),12.6%,1.4%,1.1%,-5.4%,-0.8%,5.1%,-0.1%,0.4%
CC(C)C(NC(=O)C12CC3CC(CC(C3)C1)C2)C(=O)N/N=C/C1=C(N2CCOCC2)C(=C\c2ccc([N+](=O)[O-])cc2)/CC1 (configuration not stated),?,-3.9%,14.8%,-9.1%,-2.1%,-0.6%,-1.9%,-9.8%
O=C(c1ccc2ncsc2c1)N1CCN(c2ccc(O)cc2)CC1,-8.7%,-7.9%,-12.7%,-2.2%,-3.8%,?,-16.9%,-6.7%
COc1ccc(OC)c(C2NC(=O)NC(C)=C2C(=O)Nc2ccc(C)cc2C)c1 (configuration not stated),-7.4%,-18.9%,1.2%,-16.3%,1.4%,-2.4%,0.2%,1.5%
CNC(=O)C(=O)NCCc1ccc(Cl)cc1,1.8%,-2.3%,-5.9%,3.2%,4.0%,7.2%,-15.6%,-5.8%
c1nc(N2CCCCC2)c2[nH]cnc2n1,1.5%,6.8%,11.2%,2.3%,-1.5%,-21.2%,-12.0%,-6.5%
COc1ccc(NC(=S)N(CCCN2CCC(C)CC2)Cc2cccs2)cc1,20µM*,8.9%,-7.3%,1.0%,-0.5%,.,3.7%,.
CS(=O)(=O)N1CCN(c2ccc(NC(=O)c3ccc([N+](=O)[O-])o3)cc2)CC1,1.2%,1.8%,2.5%,-4.6%,0.5%,.,-2.5%,.
Cc1ccc(S(=O)(=O)NN2C(=O)c3ccccc3NC2c2ccco2)cc1 (configuration not stated),?,14.4%,-1.3%,?,-2.8%,.,-1.2%,20.0%
Cc1c(Cl)ccc2c1NC(=O)C21NC(CCC(N)=O)[C@H]2C(=O)N(c3ccc(Cl)cc3)C(=O)[C@H]21 (some centres not stated),8.91µM*,-3.1%,18.9%,0.4%,-0.6%,-0.7%,-2.8%,-26.2%
CC(C)CC(NC(=O)OC(C)(C)C)c1cn([C@@H](CCC(=O)OC(C)(C)C)C(=O)N2CCN(C(=O)OC(C)(C)C)CC2)nn1 (some centres not stated),0.6%,6.6%,-4.7%,7.5%,-0.6%,.,-6.9%,.
Clc1ccc(-n2cc(-c3ccc(Br)cc3)[n+]3c2CCCCC3)cc1,.,-1.6%,3.3%,-0.5%,-2.8%,.,13.6%,.
COc1ccc(C2c3c(oc4ccccc4c3=O)C(=O)N2Cc2ccncc2)cc1 (configuration not stated),-10.4%,0.1%,0.6%,1.1%,-0.3%,0.2%,-8.7%,-4.6%
Cc1csc(SCc2nc3sc4c(c3c(=O)[nH]2)CCC4)n1,-7.8%,-12.4%,0.9%,2.1%,-2.2%,-0.5%,-0.7%,-18.9%
O=C(N/N=C/c1cn(Cc2ccccc2)c2ccccc12)c1ccncc1,14.1µM*,-8.2%,11.7%,-5.1%,-2.2%,28.4%[46 µM],-5.0%,-71.1%[inhibitor]
O=C(c1ccc(Cl)cc1)c1nnc(-c2ccncc2)o1,5.6%,-3.8%,2.3%,0.4%,-5.2%,?,-12.2%,-17.2%
CC(C)n1c(O)c(/C=C2\C=Nc3ccccc32)sc1=Nc1ccccc1,-1.9%,-8.2%,5.4%,10.8%,1.5%,10.4%,-12.9%,-14.6%
Cc1ccc(C)c(-c2[nH]ncc2CN2CCCC(CO)(Cc3ccccc3C)C2)c1 (configuration not stated),3.8%,0.8%,10.7%,5.5%,-3.9%,.,i,.
C=CCn1c(SCC(=O)O)nnc1-c1ccccc1,3.0%,-1.6%,-0.5%,-2.2%,-6.3%,-4.9%,i,-4.6%
CC(C)N(Cc1ccccc1)C(=O)/C=C/c1ccccc1[N+](=O)[O-],5.62µM*,3.7%,13.2%,-22.2%,-2.5%,?,-0.9%,-14.7%
O=C(/C=C/c1cc([N+](=O)[O-])ccc1OC(F)F)Nc1cccc(OC(F)F)c1,14.2%,1.6%,1.6%,12.6%,-8.7%,-2.6%,-7.7%,-22.1%
O=C(O)CCc1ccc(-c2ccccc2)n1CC1CCCO1 (configuration not stated),?,-0.4%,6.4%,?,1.1%,8.2%,3.3%,-0.8%
O=C(NCCCn1ccnc1)c1cc(-c2ccc(Br)cc2)on1,?,1.3%,6.7%,6.2%,-2.4%,?,-12.4%,-20.2%
Cc1cccc2nc(CSc3nnnn3-c3ccccc3)cn12,10µM*,6.8%,1.0%,4.7%,0.0%,3.3%,-3.4%,0.9%

More records follow:
SMILES,ALDH1A1 inh,TRb SRC2 PPI,GoLoco inh red,KDM4E inh,TexasRed fluor,LMNA splice mod,RECQ1 helicase,SMN2 splice up
O=C(NCCN1CCOCC1)N1CCOCC1,-1.4%,2.1%,-1.2%,6.4%,-1.0%,4.2%,3.7%,.
CCc1ccc(C(=O)COC(=O)c2cccc(N3C(=O)c4c(C)nc5ccccc5c4C3=O)c2)cc1,-1.9%,-0.2%,14.5%,-2.4%,-6.0%,3.1%,-15.3%,-17.9%
O=C(NCc1ccco1)/C(=C\c1ccco1)NC(=O)c1cccs1,-5.8%,5.8%,13.1%,-5.8%,-2.3%,?,i,.
COc1ccc(/C=N/n2c(=S)n(C)c3ccccc32)cc1OC,-2.8%,-10.1%,3.8%,7.5%,-2.8%,-6.5%,i,-29.7%
CC1(C)Cc2c(C#N)c(N3CCCC3)nc(-c3ccco3)c2CO1,?,1.0%,6.1%,?,0.6%,?,-11.4%,2.0%
CCc1nnc(NC(=O)CSc2n[nH]c(-c3ccccc3O)n2)s1,?,-1.5%,15.5%,?,-2.8%,.,-0.6%,.
CCN(c1ccccc1)S(=O)(=O)c1ccc(C(=O)Nc2nnc(CSC)o2)cc1,-0.2%,-0.2%,-6.2%,?,0.1%,-25.1%[46 µM],-0.6%,-87.6%[inhibitor]
CCN(CC)S(=O)(=O)c1ccc(OC)nc1,-14.6%,-0.1%,1.6%,-13.4%,-1.5%,4.7%,3.7%,5.6%
COc1coc(/C=C/C(=O)O)cc1=O,4.2%,2.9%,-1.7%,3.1%,-1.2%,13.4%,10.6%,9.3%
O=C(O)COc1ccc(Br)cc1CP(=O)(c1ccccc1)c1ccccc1,.,3.9%,4.9%,-10.9%,2.2%,.,4.0%,.
CC(=O)N(Cc1cccnc1)c1cccc(-c2nc3ccccc3s2)c1,-15.2%,-6.3%[53 µM],7.5%,0.9%,1.5%[53 µM],.,i,.
CCn1cc(C(=O)O)c(=O)c2cc(F)c(N3CCN(S(=O)(=O)c4ccc(NC(C)=O)cc4)CC3)cc21,?,1.0%,1.5%,?,-0.2%,-16.1%,-6.2%,?
COc1ccc(C(=O)Nc2ccccc2C(=O)O)cc1NC(=O)C(c1ccccc1)c1ccccc1,.,-0.2%,1.9%,-2.5%,-2.4%,.,-5.5%,.
Cc1ccc(Cl)cc1N1CCN(C(=O)C2(S(=O)(=O)c3ccc(Cl)cc3)CC2)CC1,-13.8%,-5.4%,4.5%,-5.3%,-9.3%,?,i,-35.3%[inhibitor]
CCOC(=O)C1=C(N)OC2=C(C(=O)CC(C)(C)C2)C1C1CCCCC1 (configuration not stated),-0.1%,0.8%,2.6%,0.6%,0.4%,5.0%,i,-4.2%
CN1CCN(S(=O)(=O)c2ccc(NC(=S)NC(=O)c3ccc(Cl)cc3)cc2)CC1,-10.1%,-0.8%,.,7.6%,-13.2%,?,-3.9%,.
CC(C)[C@H](NC(=O)c1ccc(Cl)c([N+](=O)[O-])c1)C(=O)NCc1ccc(Cl)cc1Cl,-3.8%,2.0%,-2.2%,-0.8%,0.8%,0.5%,1.7%,-8.7%
Cc1nn(-c2ccccc2)c(N2CCCC2)c1/C=N/NC(=O)c1cc(-c2cccs2)nc2ccccc12,7.1%,2.2%,8.1%,-23.9%,2.4%,-1.2%,-19.6%,-8.0%
O=C(NCCN1CCOCC1)c1cc(-c2ccc(F)cc2)on1,-4.4%,-15.0%,12.2%,-0.2%,1.9%,12.0%,i,-21.6%

Source: PubChem (National Center for Advancing Translational Sciences (NCATS))

This is a subset; count on the stated rates, not on these rows.
